KCNK3 inh – human KCNK3 channel inhibitors, primary screen, CHO cells, FluxOR thallium flux, B-score. Potassium channel subfamily K member 3 (Homo sapiens), O14649. FluxOR fluorescence; stronger effect = lower value. B-score at 10 µM. hit rate 0.84% among 340,000;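 active means B-score under library mean minus 4 SD, starting fluorescence ratio at most library mean plus 5 SD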;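 further: more negative B-score means stronger inhibition of thallium flux through KCNK3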
HDAC3 inhib – HDAC3 deacetylase inhibitors, primary screen, biochemical, fluorescence, cell-free homogeneous. recombinant HDAC3, fluorogenic peptide/trypsin coupled. hit rate 0.15% among 320,000. inhibition, % at 8.3 µM; in the data active means inhibition above about 26%, passing the limit was not always enough; inconclusive means no clear call, values can overlap the other calls
Target sequence (O15379 whole entry, looked up): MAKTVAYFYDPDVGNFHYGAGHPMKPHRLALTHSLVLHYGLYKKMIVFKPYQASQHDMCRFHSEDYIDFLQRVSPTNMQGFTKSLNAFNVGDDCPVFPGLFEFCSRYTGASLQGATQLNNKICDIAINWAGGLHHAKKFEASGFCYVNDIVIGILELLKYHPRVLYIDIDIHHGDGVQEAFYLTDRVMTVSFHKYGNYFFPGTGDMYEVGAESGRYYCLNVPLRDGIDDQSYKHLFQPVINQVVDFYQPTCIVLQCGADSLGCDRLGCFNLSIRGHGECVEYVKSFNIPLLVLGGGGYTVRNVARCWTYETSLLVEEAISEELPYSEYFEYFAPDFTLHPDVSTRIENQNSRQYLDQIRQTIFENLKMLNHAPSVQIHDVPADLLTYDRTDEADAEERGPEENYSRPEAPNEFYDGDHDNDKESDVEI
KCNQ1 act – potentiators or activators of KCNQ1 channel, primary screen, cell-based, thallium flux, high-throughput | B-score at 10 µM | hit rate 0.35% among 310,000 | CHO-K1 KCNQ1, thallium flux FluxOR fluorescence; stronger effect = higher value | Potassium voltage-gated channel subfamily KQT member 1 (Homo sapiens), P51787;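 active means fluorescence ratio B-score, a plate-corrected score, at least three library SD, with initial intensity B-score within 5 SD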
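Assay system: CHO-K1 cells stably expressing KCNQ1; Medium: assay buffer with matched DMSO; Also added: K+/Tl+ depolarizing stimulus; Dosing: single dose; Timing: dye 90 min, compound 20 min, room temperature; Measured by: kinetic FluxOR thallium fluorescence, 10-s 1-Hz baseline, 110-s post-stimulus read; Read-out: peak-minus-minimum fluorescence over initial fluorescence, negative-control normalized, B-scored.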
ANO1 activ – TMEM16A chloride channel activators or potentiators, primary screen, cell-based, HTS; Anoctamin-1 (Mus musculus), Q8BHY3; HEK293 TMEM16A/YFP-H148Q/I152L, iodide quench fluorescence; stronger effect = lower value; B-score at 10 µM; hit rate 0.3% among 340,000; AID 623877, 2012;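 active means fluorescence-ratio B-score plate-corrected deviation score at least 3 library SD below zero, with starting fluorescence score within 5 deviations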;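 further: channel opened by trigger with iodide after compound preincubation; score built on the fluorescence ratio of max minus min over baseline; more negative score means more quench and so TMEM16A activation or potentiation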
TRPC4 act – activators of mouse TRPC4 channel, primary screen, Fluo4 calcium, HEK293 TRPC4beta/mu-opioid cells. Fluo4 calcium fluorescence; stronger effect = higher value. B-score at 10 µM. hit rate 0.49% among 310,000. AID 2237, 2010;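 active means B-score above 5 SD of library B-scores, and initial fluorescence ratio not above library mean plus 5 SD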;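 further: positive B-score marks a calcium rise read as TRPC4 activation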
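Test system: HEK293 cells stably co-expressing mouse TRPC4beta and mu-opioid receptor | Schedule: Fluo4 dye loading 45 min at room temperature, 110 s recording | Measured by: Kinetic Fluo4 calcium fluorescence, 5 s baseline at 1 Hz | Evaluation: B score of integrated ratio | Controls: Buffer (low) and maximal DAMGO (high)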
TRPC4 PAM – positive allosteric modulators of TRPC4, primary screen, cell-based, mouse TRPC4beta, HEK293 mu-opioid, Fluo-4 calcium | Short transient receptor potential channel 4 (Mus musculus), Q9QUQ5 | DAMGO EC20, Fluo-4 Ca2+ flux; stronger effect = higher value | B-score at 10 µM | hit rate 0.42% among 310,000;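 active means B-score of calcium response area above 5 SD of library B-scores, with initial fluorescence ratio within 5 SD of library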;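 further: B-score of integrated fluorescence ratio over time as area under calcium response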
hERG rescue – hERG rescue from dofetilide block, primary screen, cell-based, CHO-hERG, FluxOR thallium flux, dofetilide IC70; Voltage-gated inwardly rectifying potassium channel KCNH2 (Homo sapiens), Q12809; dofetilide IC70 present; activation (rescue from dofetilide block), less the hit threshold, % at 10 µM; hit rate 0.51% among 310,000; AID 1511, 2009;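 active means activation above the mean of controls blocked by dofetilide plus 5 SD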;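 further: thallium influx through hERG after potassium depolarization seen as dye fluorescence rise; in these data hits start at about 4.7%; inactives centre near -7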
KCNK9 inh – KCNK9 potassium channel inhibitors, primary screen, HEK293 cells, thallium flux. AID 488922, 2010. FluxOR thallium flux fluorescence; stronger effect = lower value. hit rate 1.2% among 310,000. B-score at 10 µM. Potassium channel subfamily K member 9 (Homo sapiens), Q9NPC2;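 active means ratio B-score over 3 SD below the library mean, with starting fluorescence within 5 SD of its mean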;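 further: negative B-score means less thallium flux so channel inhibition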
Target sequence (Q9NPC2 whole entry, looked up): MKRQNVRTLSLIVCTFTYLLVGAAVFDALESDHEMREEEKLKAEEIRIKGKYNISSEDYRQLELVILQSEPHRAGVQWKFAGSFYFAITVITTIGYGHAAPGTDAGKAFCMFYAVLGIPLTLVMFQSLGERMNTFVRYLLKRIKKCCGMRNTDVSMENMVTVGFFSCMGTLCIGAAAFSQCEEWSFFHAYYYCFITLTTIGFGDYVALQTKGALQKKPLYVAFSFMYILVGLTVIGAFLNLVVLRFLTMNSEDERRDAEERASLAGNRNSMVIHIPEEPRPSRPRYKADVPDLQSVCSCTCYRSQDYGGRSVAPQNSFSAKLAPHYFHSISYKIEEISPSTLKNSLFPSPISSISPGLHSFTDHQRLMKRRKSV
KCNQ1 inh – inhibitors of human KCNQ1 channel, primary screen, cell-based, thallium flux, high-throughput | CHO-K1 KCNQ1, FluxOR thallium flux fluorescence; stronger effect = higher value | B-score at 10 µM | Potassium voltage-gated channel subfamily KQT member 1 (Homo sapiens), P51787 | hit rate 1.3% among 310,000;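 active means compounds whose thallium flux B-score, printed positive for inhibition, exceeds three library SD while starting fluorescence stays within three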;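 further: channel opened by potassium depolarization with thallium stimulus after 20 min compound exposure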
ANO1 block – TMEM16A chloride channel inhibitors, primary screen, cell-based, HTS; hit rate 1.2% among 310,000; normalized B-score (activity score, 25-100; higher = stronger inhibition) at 10 µM; HEK293 TMEM16A/YFP iodide influx fluorescence, ionomycin;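 active means ratio plate-corrected score three or more library SD toward inhibition, starting fluorescence score within five deviations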;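 further: score derived from kinetic fluorescence span divided by baseline fluorescence per well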
Dyrk1A ADPGlo – rat Dyrk1A kinase inhibitors, primary screen, biochemical, single point, plate reader; Dual specificity tyrosine-phosphorylation-regulated kinase 1A (Rattus norvegicus), Q63470; inhibition, % at 12.5 µM; hit rate 0.43% among 310,000; ADP-Glo luminescence, NFATc1 peptide; in the data active means inhibition above about 50%;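 further: plate controls were vehicle with enzyme for no effect and no enzyme for full effect; many of its hits are not listed in these tables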
* hit, by the source's call; i = inactive; ? = inconclusive; nt = no result given.

Values in the order – KCNK3 inh	HDAC3 inhib	KCNQ1 act	ANO1 activ	TRPC4 act	TRPC4 PAM	hERG rescue	KCNK9 inh	KCNQ1 inh	ANO1 block	Dyrk1A ADPGlo
> N=c1c(S(=O)(=O)c2ccc(Cl)cc2)cc2c(=O)n3ccccc3nc2n1Cc1cccnc1
    i	-7	i	i	i	i	-12	i	i	i	-6
> CNC(=O)c1cc(C(=O)c2ccc(C(F)(F)F)cc2)c[nH]1
    i	4	i	nt	i	i	-4	i	i	i	-2
> Cc1cc(C(=O)N2CCCC(N3CCN(c4ccccc4C)CC3)C2)nc(C)n1 (stereo not drawn)
    i	10	i	i	i	i	-9	i	i	i	15
> CC(C)NC(=O)c1ccc(COc2cc(Cl)ccc2Cl)o1
    i	1	i	i	i	i	-12	i	i	i	-6
> CCN1CCN(S(=O)(=O)c2ccc(S(=O)(=O)N(CC)Cc3ccccc3)cc2)CC1
    i	-1	i	i	i	i	-3	i	i	i	-5
> CCOC(=O)N1CCN(CC(O)COc2cc(C)cc(C)c2)CC1 (stereo not drawn)
    i	-3	i	i	i	i	-6	i	i	i	nt
> CCCCSc1nc(C(=O)O)cc(=O)[nH]1
    i	-12	i	i	i	i	-15	i	i	i	-5
> CCN(CC)CCCN1C=C2C(=O)C(C)(OC(=O)CCc3ccccc3)C(=O)C=C2C=C1c1ccc(C#N)cc1 (stereo not drawn)
    i	-4	i	i	i	i	-7	i	i	i	4
> COCc1c(C(=O)OC/C(O)=C(\C#N)c2nc3ccccc3[nH]2)oc2ccccc12
    i	4	i	i	i	i	-5	i	i	i	-1
> CC(C)c1nnc(NC(=O)CCCC(=O)O)s1
    i	1	i	i	i	i	-4	i	i	i	9
> CCN(CC)S(=O)(=O)c1cc(C(=O)Nc2cccnc2Cl)ccc1Cl
    i	-1	i	i	i	i	-3	i	i	i	2
> Cc1cc(C)cc(NC(=O)Cn2nnc3ccccc3c2=O)c1
    i	3	i	i	i	i	-4	i	i	i	6
> O=C(COC(=O)c1ccccc1SCC(=O)N1CCCC1)NC1CCS(=O)(=O)C1 (stereo not drawn)
    i	-1	i	i	i	i	-7	i	i	i	-5
> COc1cccc(NC(=O)c2ccc(CN3CCOCC3)cc2)c1
    i	-4	i	i	i	i	-6	i	i	i	3
> CCc1ccccc1N(C(=O)CCC(=O)Nc1cc(C)on1)C(C(=O)NC1CCCC1)c1ccco1 (stereo not drawn)
    i	1	i	i	i	i	3	i	i	i	1
> CO/N=C/NC(=O)NOCc1c(Cl)cccc1Cl
    i	-3	i	i	i	i	-6	i	i	i	2
> COc1ccc(C2/C=C\CN(C(=O)C3CCCCC3)CC(=O)N2Cc2ccc(F)cc2)cc1 (stereo not drawn)
    i	1	i	i	i	i	-17	i	i	i	nt
> COc1cccc(NC(=S)NCCc2ccccn2)c1
    i	-1	i	i	i	i	-7	i	i	i	7
> Cn1c(=O)c2c(nc(SCC(=O)NC34CC5CC(CC(C5)C3)C4)n2C)n(C)c1=O
    i	1	i	i	i	i	-10	i	i	i	9
> O=C(NCc1ccccc1C(F)(F)F)C1CC(c2ccccc2C(F)(F)F)=NO1 (stereo not drawn)
    i	1	i	i	i	i	-6	i	i	i	7
> NC(=O)c1c(NC(=O)c2ccccc2)sc2c1CCc1ccccc1-2
    i	0	i	i	i	i	-8	i	i	i	-6
> O=C(NC1CCN(C(=S)NCc2ccco2)CC1)NC12CC3CC(CC(C3)C1)C2
    i	0	i	i	i	i	-3	i	i	i	0
> CCc1ccccc1NC(=S)N1CCC(C(=O)c2ccc(F)cc2)CC1
    i	2	i	i	i	i	-1	i	i	i	nt
> CCN(CC)CCCNC(=O)CCn1nc(-c2ccccc2)ccc1=O
    i	0	i	i	i	i	-5	i	i	i	2
> Cc1ccc(NC(=Nc2ccc(Br)cc2)N2CCOCC2)cc1C
    i	6	i	i	i	i	-10	i	6*	i	-4
> CCOC(=O)COc1cccc2c(=O)n(CC(=O)N3CCc4ccccc43)ccc12
    i	nt	i	i	i	i	-6	i	i	i	1
> CN(C)CCCN(C(=O)c1ccc2c(c1)CCCC2)c1nc2cc3c(cc2s1)OCO3
    i	?	i	i	i	i	-16	i	7*	i	1
> Cc1ncc([N+](=O)[O-])n1CC(=O)Nc1ccc(Cl)cc1
    i	15	i	nt	i	i	-10	i	i	i	10
> CCC1COCCS(=O)(=O)N1Cc1ccccc1 (stereo not drawn)
    i	1	i	i	i	i	-5	i	i	i	55*
> Cc1cccc(S(=O)(=O)Nc2ccc(-c3ccc4nncn4n3)cc2)c1
    i	-1	i	i	i	i	-8	i	i	i	-16

(next part)
Values in the order – KCNK3 inh	HDAC3 inhib	KCNQ1 act	ANO1 activ	TRPC4 act	TRPC4 PAM	hERG rescue	KCNK9 inh	KCNQ1 inh	ANO1 block	Dyrk1A ADPGlo
> CCN(CC)Cc1cc2[nH]c3c4ccc(Cl)cc4ncc3c2cc1OC
    i	nt	i	i	i	i	-9	i	i	nt	nt
> CCOc1ccc(C(=O)Nc2sc3c(c2C(=O)OC)CC(C)(C)NC3(C)C)cc1
    i	-3	i	i	i	i	-6	i	i	i	4
> COc1cc(NC(=O)/C=C/c2ccccc2[N+](=O)[O-])cc(OC)c1
    i	1	i	i	i	i	-3	i	i	i	2
> COc1ccc(/C=C(\NC(=O)c2ccccc2)C(=O)N/N=C/c2cccnc2)cc1
    i	8	i	i	i	i	-11	i	i	i	0
> CC1CCN(c2nc(-c3ccc(F)cc3)cc(C(F)(F)F)n2)CC1
    i	3	i	i	i	i	-7	i	i	i	6
> Cc1ccc(C)c(NC(=S)N2CCN(S(=O)(=O)c3ccccc3)CC2)c1
    i	-9	i	i	i	i	-4	i	i	i	0
> CCN(CC)C(=O)Cn1c(=O)c2ccccc2n2c(=S)sc(-c3cccc(C)c3)c12
    i	-9	i	i	i	i	-18	i	i	i	-2
> CCOC(=O)c1ccc(-n2c(CCC(=O)O)ccc2-c2ccccc2)cc1
    i	-6	i	i	i	i	-12	i	i	i	-2
> COCCNc1nc(-c2cc(C)c(C)cc2C)cs1
    i	4	i	i	i	i	-15	i	i	i	9
> CCCOC1CCCN(Cc2cn(C)nc2-c2ccccc2F)C1 (stereo not drawn)
    i	-1	i	i	i	i	-3	i	i	i	-4
> COc1cc(/C=C/C(=O)Nc2ccc3nc4n(c(=O)c3c2)CCCC4)cc(OC)c1OC
    i	3	i	i	i	i	-4	i	i	i	-4
> CCN1C(=O)c2cccc3c(NS(=O)(=O)c4ccc(NC(C)=O)cc4)ccc1c23
    i	-6	i	nt	i	i	-27	i	i	i	7
> CCOc1ccc2nc(SCc3ccccc3C#N)sc2c1
    i	1	i	i	i	i	-12	i	i	i	2
> COc1ccc(C(=O)N/N=C(/C)c2cccc(NC(=O)C(F)(F)F)c2)cc1
    i	6	i	i	i	i	-9	i	i	i	3
> COc1ccc(C(C)=O)cc1CSCC(=O)O
    i	3	i	i	i	i	-3	i	i	i	-3
> Cc1ccc(N(C(=O)c2cccs2)C2C=CS(=O)(=O)C2)cc1 (stereo not drawn)
    i	12	i	i	i	i	-5	i	i	i	-7
> Cc1ccc(C)c(S(=O)(=O)NCCN2CCOCC2)c1
    i	-9	i	i	i	i	-4	i	i	i	-3
> CC(C)COP(=O)(CNC(=O)CN1C(=O)c2ccccc2S1(=O)=O)OCC(C)C
    i	2	i	i	i	i	0	i	i	i	2
> CCOc1ccccc1C(=O)N/N=C/c1ccoc1
    i	9	i	i	i	i	-10	i	i	i	-2
> COc1ccc(Nc2ccccc2C(=O)O)cc1
    i	1	i	i	i	i	-6	i	i	i	-7
> CC(=C\C(=O)O)/C(=C\c1cccc2ccccc12)C(=O)O
    i	2	i	i	i	i	-10	i	i	i	-4
> CCOC(=O)N1CCN(C(=O)c2cccc(OC)c2O)CC1
    i	2	i	i	i	i	-9	i	i	i	-5
> O=C(Nc1ccc(F)cc1)c1ccc(Br)c(S(=O)(=O)N2CCOCC2)c1
    i	1	i	i	i	i	-11	i	i	i	-3
> COc1ccc(-c2noc(CNC(=O)C(C)Oc3ccccc3)n2)cc1 (stereo not drawn)
    i	8	i	i	i	i	-6	i	i	i	2
> COc1ccc(/C=C2\SC(=O)N=C2N)cc1
    i	-4	i	i	i	i	-2	i	i	i	7
> CCCCCC(=O)Nc1nnc(CCc2ccccc2)s1
    i	2	i	i	i	i	-6	i	i	i	-4
> Cc1ccccc1CNC(=O)CCC(=O)N1CCOc2ccc(Cl)cc21
    i	nt	i	i	i	i	-11	i	i	i	3
> COc1ccc(N(CC(=O)Nc2cc(Cl)ccc2OC)S(=O)(=O)c2c(C)noc2C)cc1
    i	7	i	i	i	i	-5	i	i	i	0
> CCOC(=O)c1ccc(NC(=O)CCNS(=O)(=O)c2cc(Br)cnc2N)cc1
    i	6	i	i	i	i	-13	i	i	i	0
> Cc1c(C(=O)N(CC(C)C)c2c(N)n(Cc3ccccc3)c(=O)[nH]c2=O)sc2nc3n(c(=O)c12)CCC3
    i	-5	i	i	i	i	-19	i	i	i	nt
> CNc1ccccc1C(C)(C)c1cc(-c2cccc([N+](=O)[O-])c2)no1
    i	10	i	i	i	i	1	i	i	i	1

Source: PubChem BioAssay

An excerpt (hit frequency here may not be typical).
